Assay outcomes: PubChem, several laboratories
MsrA inhibitor: bovine MsrA inhibition; actives 0.75% (n = 360,000); purified bovine MsrA, absorbance read-out; inhibition, % at 15.5 µM; in the data active = inhibition above about 4.5%;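 note: 0% = vehicle wells with enzyme and 100% = reference inhibitor wells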
STEP inh: blocks human striatal-enriched tyrosine phosphatase; AID 588621; actives 0.25% (n = 360,000); recombinant STEP, OMFP fluorogenic substrate, fluorescence; inhibition, % at 20 µM; P54829;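 active = inhibition at 20 µM, scaled per plate between control wells, above about 37%, limit read from the data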;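 note: 0% = DMSO with enzyme and substrate and 100% = substrate only without enzyme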
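Assay system: isolated STEP enzyme / Timing: 20 min at room temperature, dark / Doses: 20 µM, 1% DMSO / Technique: fluorescence intensity, excitation 480 nm, emission 540 nm / Reagent: fluorogenic phosphatase substrate OMFP at 25 µM final / Measure: percent inhibition scaled to no-enzyme and uninhibited-enzyme controls, plate-pattern corrected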
TbMetRS inhib: Trypanosoma brucei MetRS inhibition; purified T. brucei MetRS, ATP depletion, Kinase-Glo luminescence; inhibition, % at 11.9 µM; actives 0.4% (n = 360,000); AID 624268;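 active = inhibition above a per-plate cutoff of the control wells' mean inhibition plus 3 SD, cut at about 5.5% in these data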;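 note: 0% = DMSO wells median and 100% = median of wells with control inhibitor compound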
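Material – parasite MetRS enzyme · Medium – HEPES-MgCl2-KCl buffer plus DTT, spermine, BSA, pyrophosphatase · Reagent – ATP, methionine and E. coli bulk tRNA substrates · Times – 15 min enzyme-compound preincubation, 2 h reaction, 10 min detection, 25 °C · Measured by – luminescence of leftover ATP · Evaluation – percent inhibition relative to median high and low control wells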
CSN inh: CSN deneddylation inhibition; Q92905; Purified CSN, SCF-Nedd8-OG deneddylation, fluorescence polarization; inhibition, % at 12.5 µM; actives 0.38% (n = 360,000); AID 651999;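 active = pattern-corrected inhibition above about 35%, with an unprinted fluorescence ratio check between 0.5 and 1.5, limit read from the data, passing the limit was not always enough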;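 note: 0% = enzyme with substrate and 100% = substrate without enzyme; some results filed as inactive read as strong as hits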
Target sequence (Q92905 whole entry, looked up, one chain of several): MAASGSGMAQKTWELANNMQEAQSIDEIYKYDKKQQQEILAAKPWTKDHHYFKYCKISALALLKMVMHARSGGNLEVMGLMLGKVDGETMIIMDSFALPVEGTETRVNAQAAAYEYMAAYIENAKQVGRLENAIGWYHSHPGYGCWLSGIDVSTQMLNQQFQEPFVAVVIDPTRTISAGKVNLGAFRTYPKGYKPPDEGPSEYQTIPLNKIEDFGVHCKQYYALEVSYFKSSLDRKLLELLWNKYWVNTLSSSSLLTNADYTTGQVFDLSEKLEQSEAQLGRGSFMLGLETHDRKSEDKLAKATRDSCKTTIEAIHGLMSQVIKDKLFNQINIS
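Material: purified human Csn5 enzyme expressed in HEK293T cells / Medium: Tris buffer pH 7.5, NaCl, DTT, Tween-20, trehalose, ovalbumin / Compound dosing: 12.5 µM single point / Schedule: 90 min incubation of compound, enzyme and substrate at room temperature / Signal: fluorescence polarization of the substrate / Control set: no-enzyme wells high, enzyme-with-substrate wells low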
SUMO1-SIM PPI: modulators of human SUMO1-mediated protein-protein interactions | P63165 | SUMO1 binding to a labelled peptide, TR-FRET, 1 h | inhibition, % at 20 µM | actives 0.33% (n = 360,000) | AID 602429; in the data active = inhibition above about 37%
Target sequence (P63165 whole entry, looked up): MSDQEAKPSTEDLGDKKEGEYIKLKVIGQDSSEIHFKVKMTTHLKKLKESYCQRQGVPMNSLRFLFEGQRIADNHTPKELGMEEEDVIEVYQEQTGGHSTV
NadD block: blocks S. aureus nicotinate mononucleotide adenylyltransferase | AID 602399 | inhibition, % at 20 µM | actives 0.78% (n = 360,000) | purified NadD enzyme, colorimetric absorbance read-out; in the data active = inhibition above about 26%; note: some compounds past the cut are filed as inactive
Rpn11 inh: Rpn11 (human) deubiquitinase inhibition | O00487 | human 26S proteasome, Ub4-pepOG fluorescence polarization; 20S core pre-blocked with epoxomicin | calls only at 20 µM | actives 0.59% (n = 360,000) | AID 588493;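 active = inhibition at 20 µM, scaled to each plate's controls, above about 33%, limit read from the data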
DNMT1 block: blocks human DNA methyltransferase DNMT1; AID 588458; inhibition (reported as % activation of signal), % at 10 µM; DNMT1 molecular beacon, Hinp1I cleavage, fluorescence; actives 0.83% (n = 360,000); in the data active = inhibition above about 50%
Scp-1 inhibitor: Scp-1 (human) phosphatase inhibition; Q9GZU7; Recombinant Scp1, phosphopeptide, malachite green phosphate absorbance; inhibition, % at 20 µM; actives 0.88% (n = 340,000); AID 493091;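 active = inhibition above about 50% at 20 µM, limit read from the data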;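 note: plate controls were DMSO wells with enzyme for no effect and wells lacking enzyme for full effect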
Target sequence (Q9GZU7 76-261 limits assumed): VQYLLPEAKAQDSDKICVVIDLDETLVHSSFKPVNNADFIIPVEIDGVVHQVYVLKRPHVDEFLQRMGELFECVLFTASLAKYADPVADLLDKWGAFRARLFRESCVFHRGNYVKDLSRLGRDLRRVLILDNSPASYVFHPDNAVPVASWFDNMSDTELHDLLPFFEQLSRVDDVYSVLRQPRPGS
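Assay system: SCP-1 catalytic fragment, aa 76-261 | Buffer or medium: Tris acetate buffer pH 5.5 with MgCl2 and Tween-20 | Compound: One concentration, 20 µM, with 1.0% DMSO | Also added: Phospho 17-mer peptide substrate | Signal: Absorbance at 630 nm | Incubation: 45 min enzyme reaction at room temperature | Measure: % inhibition of SCP-1 phosphate liberation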
LMPTP block: LMPTP (human) inhibition; P24666; recombinant LMPTP-A, OMFP fluorogenic substrate, fluorescence intensity; inhibition, % at 20 µM; actives 0.22% (n = 360,000);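 active = compounds that cut the enzyme signal by at least half of the control window in the single-dose screen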;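 note: plate controls were DMSO wells with enzyme plus substrate for no effect and substrate without enzyme for full effect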
Target sequence (P24666 whole entry, looked up): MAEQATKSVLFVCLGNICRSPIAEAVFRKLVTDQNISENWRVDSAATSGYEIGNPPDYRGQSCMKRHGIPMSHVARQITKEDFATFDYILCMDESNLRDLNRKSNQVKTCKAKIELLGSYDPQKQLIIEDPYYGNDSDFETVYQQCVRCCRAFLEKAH
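Test system: LMPTP-A, protein tyrosine phosphatase of low molecular weight; Input: 0.625 nM enzyme; Incubation: 50 min dark incubation at room temperature; Signal: endpoint fluorescence intensity from OMFP dephosphorylation; Read-out basis: % inhibition versus control wells.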
* hit, by the source's call; i = inactive; . = no result given.

SMILES | MsrA inhibitor | STEP inh | TbMetRS inhib | CSN inh | SUMO1-SIM PPI | NadD block | Rpn11 inh | DNMT1 block | Scp-1 inhibitor | LMPTP block
COc1cc(/C=C/c2cc(OC(C)=O)c3ccccc3n2)c(OC(C)=O)c([N+](=O)[O-])c1 | -0.2 | 24 | -0.7 | -5 | -10 | -5 | i | -1 | -2 | 0.0
O=c1cc(CN2CCN(C/C=C/c3ccccc3)CC2)c2cc(O)c(-c3ccccc3)cc2o1 | -0.6 | 14 | 0.6 | 1 | 1 | 39* | i | -3 | -8 | 4.2
COc1ccc(NC(=O)c2cccc(N3C(=O)C4C5C=CC(C6CC56)C4C3=O)c2)c(OC)c1 (configuration not stated) | -0.8 | -1 | -0.1 | 1 | 4 | -11 | i | 4 | -11 | -1.2
CSc1ccccc1NC(=O)N1CCC(CO)(CC2CCCCO2)CC1 (configuration not stated) | 3.0 | -2 | 1.2 | -2 | -2 | 7 | i | 1 | -6 | -1.5
O=C(CN1C(=O)NC2(CCCc3ccccc32)C1=O)N1CCCCC1 (configuration not stated) | 0.4 | -1 | -0.2 | -4 | -3 | -1 | i | 3 | -1 | -0.6
O=C(NNC(=O)C1CC(c2cccs2)=NO1)Nc1ccc(Cl)cc1 (configuration not stated) | 1.0 | -4 | -0.3 | 5 | 6 | 0 | i | 2 | 10 | 0.7
COc1ccc(N=CC2=C(O)c3ccccc3C2=O)cc1 | 0.7 | 0 | -0.5 | 0 | 13 | -16 | i | 9 | 0 | 1.0
Cc1cccc(NCC(=O)N/N=C/c2cccc(Br)c2)c1 | 0.4 | -2 | -0.7 | -7 | -3 | -9 | i | -2 | -5 | 1.4
CSc1ccc(CN(C)C(=O)c2ccc(S(=O)(=O)Nc3c(C)n(C)n(-c4ccccc4)c3=O)cc2)cc1 | -0.1 | 0 | -0.1 | -8 | 5 | 10 | i | -1 | -3 | -1.7
Cc1cccc(C)c1NC(=O)CN(C)CC(=O)Nc1sc2c(c1C(N)=O)CCC2 | 0.3 | 0 | -0.3 | 1 | 8 | -1 | i | 1 | 5 | 0.4
COc1ccccc1N1CCN(CC(=O)c2c(N)n(C)c(=O)n(C)c2=O)CC1 | -0.9 | -2 | -0.3 | 7 | 3 | 2 | i | 6 | 2 | -1.0
Cc1ccc(S(=O)(=O)N2CCN(C(=O)COC(=O)CNC(=O)c3ccccc3)CC2)c(C)c1 | -1.4 | -1 | -0.4 | 3 | 4 | 1 | i | 0 | -5 | 0.0
CCS(=O)(=O)Nc1cccc(-c2cn3c(n2)SCC3)c1 | -1.0 | -3 | 0.4 | 6 | 5 | 0 | i | -2 | -9 | 0.1
CCCCN(C(=O)CCCc1nc2ccccc2c(=O)[nH]1)c1c(N)n(CCCC)c(=O)[nH]c1=O | -0.5 | 1 | -0.2 | -4 | 2 | 0 | i | 0 | -1 | -2.1
O=C(COC(=O)/C=C/c1ccc(F)cc1)Nc1nnc(-c2ccccc2)o1 | 1.4 | 1 | -0.1 | -6 | -8 | 13 | i | 3 | -10 | -1.1
CCCCCNC(=O)CSC1=N/C(=C\c2ccc(Cl)c(Cl)c2)C(=O)N1CC | -0.8 | -2 | 0.0 | -4 | 1 | 12 | i | 39 | -2 | 0.5
Cc1c(Br)c([N+](=O)[O-])nn1CC(=O)N1CCc2ccccc2C1 | -0.9 | 0 | -0.2 | 0 | -14 | 0 | i | 1 | -10 | -1.6
Cc1ccc(Cn2c(SCCN3CCOCC3)nc3c2c(=O)n(C)c(=O)n3C)cc1 | 0.6 | -1 | -0.2 | 2 | 2 | 3 | i | 2 | -4 | -0.1
CC(NS(=O)(=O)/C=C/c1ccccc1)C(=O)O (configuration not stated) | 1.2 | -2 | -0.6 | -6 | 0 | -3 | i | 1 | 0 | -2.1
CC(C)(C)NC(=O)C(c1ccccc1)n1c(=O)c(-c2cc3ccccc3[nH]2)nc2ccccc21 (configuration not stated) | 1.4 | . | -1.3 | 1 | -11 | . | . | . | . | 2.9

Some of these compounds in order of the STEP inh value, rising.
SMILES | MsrA inhibitor | STEP inh | TbMetRS inhib | CSN inh | SUMO1-SIM PPI | NadD block | Rpn11 inh | DNMT1 block | Scp-1 inhibitor | LMPTP block
CCS(=O)(=O)Nc1cccc(-c2cn3c(n2)SCC3)c1 | -1.0 | -3 | 0.4 | 6 | 5 | 0 | i | -2 | -9 | 0.1
COc1ccccc1N1CCN(CC(=O)c2c(N)n(C)c(=O)n(C)c2=O)CC1 | -0.9 | -2 | -0.3 | 7 | 3 | 2 | i | 6 | 2 | -1.0
O=C(CN1C(=O)NC2(CCCc3ccccc32)C1=O)N1CCCCC1 (configuration not stated) | 0.4 | -1 | -0.2 | -4 | -3 | -1 | i | 3 | -1 | -0.6

Going on with the list.
SMILES | MsrA inhibitor | STEP inh | TbMetRS inhib | CSN inh | SUMO1-SIM PPI | NadD block | Rpn11 inh | DNMT1 block | Scp-1 inhibitor | LMPTP block
O=S(=O)(Nc1cccc(S(=O)(=O)N2CCCCC2)c1)c1ccc(Cl)s1 | -1.6 | -2 | -0.4 | -3 | 1 | -2 | i | 4 | -13 | 2.5
Cc1noc(C)c1C(=O)N1CCCC(C(=O)c2cccc(OC(C)C)c2)C1 (configuration not stated) | 0.9 | 3 | 0.3 | -5 | 5 | -5 | i | 1 | -9 | -0.2
Cc1ccc(S(=O)(=O)N2CCN(C(=O)CN3C(=O)NC4(CCOc5ccccc54)C3=O)CC2)cc1 (configuration not stated) | -0.1 | 2 | 0.0 | 5 | 3 | 4 | i | -2 | -9 | 0.7
CN(C)CCn1c(C(=O)Nc2ccccc2)cc2ccccc21 | -0.6 | 5 | -1.0 | 4 | -2 | -10 | i | 0 | -1 | -3.0
CCCCC(=O)Nc1cccc(-c2nc3ncccc3o2)c1C | 1.0 | 1 | -0.4 | 1 | 4 | 0 | i | -3 | -6 | 0.5
CC1CCN(C(=O)CCCOc2ccc(Cl)cc2)CC1 | -1.2 | 0 | -0.6 | -1 | 1 | 3 | i | 3 | -6 | 0.0
Cc1cc(C)nc(/N=C(/NC(=O)Nc2cccc(Cl)c2)Nc2ccccc2)n1 | -0.8 | 2 | -0.3 | 2 | 3 | 11 | i | -3 | 8 | 3.3
CC(=O)c1cccc(OCc2cc(C(=O)N3CCSCC3)no2)c1 | 0.6 | 1 | -0.3 | 1 | 1 | -1 | i | 0 | 7 | -1.0
CCc1ccc(N(CC(=O)NC)S(C)(=O)=O)cc1 | 0.0 | 2 | -0.5 | 3 | -12 | 4 | i | 3 | -7 | -1.6
O=C(CSc1nccn1Cc1ccco1)Nc1ccc(F)cc1 | -0.2 | -3 | 0.4 | 3 | 2 | -6 | i | 0 | -13 | -1.0

Reprinted from the part before: 4 entries; new compounds follow.
SMILES | MsrA inhibitor | STEP inh | TbMetRS inhib | CSN inh | SUMO1-SIM PPI | NadD block | Rpn11 inh | DNMT1 block | Scp-1 inhibitor | LMPTP block
Cc1cc(C)nc(/N=C(/NC(=O)Nc2cccc(Cl)c2)Nc2ccccc2)n1 | -0.8 | 2 | -0.3 | 2 | 3 | 11 | i | -3 | 8 | 3.3
CC(=O)c1cccc(OCc2cc(C(=O)N3CCSCC3)no2)c1 | 0.6 | 1 | -0.3 | 1 | 1 | -1 | i | 0 | 7 | -1.0
CCc1ccc(N(CC(=O)NC)S(C)(=O)=O)cc1 | 0.0 | 2 | -0.5 | 3 | -12 | 4 | i | 3 | -7 | -1.6
O=C(CSc1nccn1Cc1ccco1)Nc1ccc(F)cc1 | -0.2 | -3 | 0.4 | 3 | 2 | -6 | i | 0 | -13 | -1.0
Cc1ccc(Cl)cc1NC(=O)N(C)CCO | -0.2 | -2 | -1.6 | -2 | -3 | -3 | i | 3 | -14 | -2.3
COc1ccc(-c2cc3nc(C)c(CCC(=O)NC(C)CCc4ccco4)c(C)n3n2)c(OC)c1 (configuration not stated) | 0.3 | -5 | -0.3 | 3 | 4 | -2 | i | -8 | -1 | 0.7
O=[N+]([O-])c1cc(/C=N/O)ccc1Oc1ccccc1Cl | -0.7 | -4 | 0.3 | -3 | -15 | -8 | i | -4 | -9 | 2.0
Cc1cc([N+](=O)[O-])nn1CC(=O)NCc1ccccc1 | 1.1 | -3 | -0.3 | 3 | -5 | 3 | i | -1 | -2 | -1.4
CC1=C(C(=O)N(C(C)C)C(C)C)CC(CC(=O)NCCCN(C)C)C(=O)N1Cc1ccccc1 (configuration not stated) | -2.2 | 1 | -0.3 | 0 | 2 | -6 | i | 5 | . | -3.9
C[N+]1=C(/C=C/Nc2ccccc2Cl)C(C)(C)c2ccccc21 | 3.3 | 1 | -0.4 | 5 | -6 | 12 | i | 0 | 99* | 0.0
O=C(CCn1c2c(c3ccccc31)CCCC2)NNC(=O)c1cccc([N+](=O)[O-])c1 | -0.2 | 1 | 0.0 | -6 | -17 | -4 | i | -10 | -6 | 1.2
CCC(=O)NC(=S)Nc1c(C)cc(Br)cc1C | -0.8 | 2 | -0.4 | 22 | 2 | -1 | i | 0 | -11 | 0.8
CCCCCCCCC1CC(C(=O)Nc2ccccc2)C(=O)O1 (configuration not stated) | 1.1 | 2 | -0.1 | -3 | 1 | -2 | i | -2 | -5 | 2.5
COc1ccccc1N(CC(=O)NC1CCCC1)S(=O)(=O)c1cccc(C(F)(F)F)c1 | -1.4 | 1 | -0.1 | 3 | 0 | -5 | i | 6 | -2 | -1.0
CCN(CC)S(=O)(=O)c1ccc(N2CCOCC2)c(C(=O)O)c1 | 0.9 | 0 | 0.4 | 5 | -6 | 1 | i | 2 | 1 | -1.6
Cc1c(Cl)cccc1NC(=O)C1CCN(c2cnccn2)CC1 | 1.1 | -1 | 0.3 | -2 | 3 | -2 | i | 0 | -1 | -0.5
CCc1ccc(NC(=O)C(=O)NCCOc2ccccc2Cl)cc1 | -0.2 | 2 | -0.6 | -6 | 0 | -8 | i | 15 | -5 | 0.8
